# Source: PubChem (The Scripps Research Institute Molecular Screening Center)
# PAFAH1B2 FP inh – inhibitors of human PAFAH1B2 | P68402 | recombinant PAFAH1B2, FP-rhodamine activity probe, fluorescence polarization | inhibition, % at 3.39 µM | 340,000 compounds, 1.2% hits | AID 492953;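 active means inhibition above the mean of all tested compounds plus 3 SD, cut at about 24% in these data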;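 further: 0% = enzyme with DMSO and 100% = wells lacking PAFAH1B2; many of its hits are not listed in these tables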
# Target sequence (P68402 whole entry, looked up): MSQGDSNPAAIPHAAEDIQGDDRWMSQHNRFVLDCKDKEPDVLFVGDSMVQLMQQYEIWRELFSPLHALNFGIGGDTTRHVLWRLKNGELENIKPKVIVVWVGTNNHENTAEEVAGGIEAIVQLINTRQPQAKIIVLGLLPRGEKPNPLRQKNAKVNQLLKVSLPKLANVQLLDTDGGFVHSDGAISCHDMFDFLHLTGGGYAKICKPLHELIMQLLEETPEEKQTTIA
# LYPLA2 inh – blocks human lysophospholipase 2, a PME1 counter-screen | O95372 | recombinant LYPLA2, FP-Rh probe fluorescence polarization | inhibition, % at 5.9 µM | 320,000 compounds, 0.38% hits | AID 2177;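 active means inhibition above the screen-wide mean plus 3 SD, limit set per campaign, cut at about 26% in these data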;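 further: 0% = LYPLA2 with DMSO and 100% = wells lacking LYPLA2 enzyme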
# pPAFAH inh – pPAFAH (human) enzyme inhibition; Q13093; recombinant pPAFAH, FP-rhodamine probe fluorescence polarization; inhibition, % at 3.39 µM; 330,000 compounds, 1.5% hits; AID 463082;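 active means inhibition above the mean inhibition across the screen plus 3 SD, cut at about 25% in these data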;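 further: inhibitors block binding of the rhodamine activity-based probe so polarization drops; 0% = enzyme with DMSO and 100% = wells lacking pPAFAH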
# GSTO1 counter – GSTO1 inhibition, counter-screen for RBBP9 inhibitors. inhibition, % at 5.96 µM. recombinant GSTO1, activity-based probe fluorescence polarization. AID 1974. 300,000 compounds, 1.1% hits. P78417;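 active means inhibition above the campaign mean inhibition plus 3 SD, cut at about 35% in these data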;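 further: 0% = GSTO1-1 with DMSO and 100% = wells lacking GSTO1-1 enzyme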
# Target sequence (P78417 whole entry, looked up): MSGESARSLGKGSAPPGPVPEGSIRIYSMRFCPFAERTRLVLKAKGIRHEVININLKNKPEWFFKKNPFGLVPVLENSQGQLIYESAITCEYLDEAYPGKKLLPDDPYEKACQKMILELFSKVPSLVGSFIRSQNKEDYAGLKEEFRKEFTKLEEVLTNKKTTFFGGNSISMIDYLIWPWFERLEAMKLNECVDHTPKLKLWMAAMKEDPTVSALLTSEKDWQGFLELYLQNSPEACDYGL
# PAD4 FP inh – blocks human protein arginine deiminase 4. Q9UM07. inhibition, % at 6.36 µM. recombinant PAD4, RCA probe fluorescence polarization. AID 485272. 330,000 compounds, 0.41% hits;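 active means percent inhibition above a cutoff equal to the mean of all tested compounds plus 3 SD, cut at about 15% in these data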;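 further: 0% = PAD4 with RCA probe and DMSO and 100% = probe without PAD4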
# LYPLA1 counter – counter-screen for PME1 inhibitors: inhibitors of human LYPLA1. O75608. recombinant LYPLA1, FP-Rh probe fluorescence polarization. inhibition, % at 5.9 µM. 320,000 compounds, 0.16% hits. AID 2174;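 active means inhibition above the mean of all tested compounds plus 3 SD, set per campaign, cut at about 14% in these data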;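 further: inhibitors block serine hydrolase probe labeling of LYPLA1 so polarization falls; 0% = enzyme with DMSO and 100% = wells lacking LYPLA1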
# Target sequence (O75608 whole entry, looked up): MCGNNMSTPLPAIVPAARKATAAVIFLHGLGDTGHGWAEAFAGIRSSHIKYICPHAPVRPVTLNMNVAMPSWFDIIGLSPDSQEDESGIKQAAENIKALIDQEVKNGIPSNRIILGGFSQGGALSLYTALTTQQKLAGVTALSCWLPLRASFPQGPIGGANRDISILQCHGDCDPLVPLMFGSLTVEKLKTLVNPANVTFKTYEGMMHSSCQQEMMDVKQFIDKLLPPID
# PAFAH1B3 inh – inhibitors of human PAFAH1B3. Q15102. recombinant PAFAH1B3, FP-rhodamine probe, fluorescence polarization. inhibition, % at 3.39 µM. 340,000 compounds, 0.28% hits. AID 492972;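 active means inhibition above the screen-wide average of all tested compounds plus 3 SD, cut at about 25% in these data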;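 further: 0% = enzyme with DMSO only and 100% = wells lacking PAFAH1B3 protein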
# Target sequence (Q15102 whole entry, looked up): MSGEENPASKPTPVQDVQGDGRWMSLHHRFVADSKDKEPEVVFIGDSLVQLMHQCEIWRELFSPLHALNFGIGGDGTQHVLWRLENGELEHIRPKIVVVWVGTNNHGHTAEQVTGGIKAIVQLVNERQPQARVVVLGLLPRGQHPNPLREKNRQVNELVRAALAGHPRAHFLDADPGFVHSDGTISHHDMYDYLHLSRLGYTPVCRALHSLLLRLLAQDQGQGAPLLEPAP
# PREPL inh – human PREPL enzyme inhibition; Q4J6C6; recombinant PREPL, fluorescence polarization activity-based probe; inhibition, % at 5.96 µM; 320,000 compounds, 0.68% hits; in the data active means inhibition above about 43%;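 further: 0% = enzyme with DMSO and 100% = wells lacking enzyme; many of its hits are not listed in these tables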
# PME-1 primary – PME-1 (human) inhibition; recombinant PME-1, FP-Rh probe fluorescence polarization; inhibition, % at 5.9 µM; 320,000 compounds, 0.53% hits; AID 2130;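 active means inhibition above the campaign mean of all compounds plus 3 SD, cut at about 26% in these data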;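 further: competitive labeling of PME-1 active site by serine hydrolase directed probe; 0% = PME-1 with DMSO and 100% = wells lacking PME-1 enzyme; inhibitors block probe labeling so polarization falls and inhibition rises; many of its hits are not listed in these tables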
# Numbers without * were called inactive; . = no result given. The list is partial. The share of hits here may be higher or lower than overall.
SMILES,PAFAH1B2 FP inh,LYPLA2 inh,pPAFAH inh,GSTO1 counter,PAD4 FP inh,LYPLA1 counter,PAFAH1B3 inh,PREPL inh,PME-1 primary
COc1ccc2c(c1)c1nnc(SCC(=O)N3C(C)CCCC3C)nc1n2C (configuration not stated),2,-8,-4,-5,-2,-1,1,0,-6
CC(C)Cc1c(O)nc(SCC(=O)N2CCCCCC2)[nH]c1=O,6,1,1,12,4,0,4,-3,-1
CCCNC(=O)c1ccc(N2CCC3(CC2)CC(c2cccc(Br)c2)=NO3)c([N+](=O)[O-])c1,3,24,4,-10,5,3,15,24,-8
Nc1ccc(Nc2ccccc2)c(S(=O)(=O)O)c1,4,-9,60*,23,-1,-2,9,14,-5
Cc1ccc(C(=O)NCCCNC(=O)COc2ccccc2Cl)cn1,0,-2,3,9,1,-3,7,-3,6
CCOc1ccc(-n2c(C)c(C(C)=O)c3cc(O)ccc32)cc1,0,4,1,2,-2,-1,6,18,-3
CC1Cc2ccccc2N1Cc1cccc(S(=O)(=O)N(C)C)c1 (configuration not stated),13,0,3,3,7,2,12,10,5
COc1cc(C(=O)N2CCC(NC(=O)C(Cc3ccc(C)cc3)NC(C)=O)CC2)cc(OC)c1OC (configuration not stated),1,1,-1,10,-3,-2,4,-1,1
CCn1cnc2c1c(=O)n(CC(=O)Nc1ccc(C(N)=O)cc1)c(=O)n2Cc1ccccc1,0,-5,2,13,2,-3,-2,1,-5
Cc1cccnc1NC(=O)CCNS(=O)(=O)c1ccc2c(c1)c(=O)n(C)c(=O)n2C,1,-3,1,12,-4,-3,2,3,-7
C=CCN(CC=C)Cc1c(O)ccc2c(=O)c(-c3ccccc3)coc12,2,6,4,-1,2,3,0,-5,4
OCC[C@H]1C[C@H](O)[C@@H](O)[C@]2(Cc3ccccc3O2)O1,11,2,0,2,-1,2,4,24,4
Cc1noc(C)c1NC(=O)Nc1cccc2c1O[C@@H](CN(C)C)[C@@H](C)CN([C@H](C)CO)C2=O,7,.,4,.,3,.,6,7,.
CN(c1ccc(C(=O)N2CCOCC2)cc1)S(=O)(=O)c1ccc(Cl)cc1,5,0,-2,-2,2,-1,3,8,2
CCCn1nnnc1NCc1c(Cl)cccc1Cl,3,5,5,10,-1,0,-4,-3,4
CCc1ccc(C(=O)NNC(=O)c2ccc3c(=O)n4c(nc3c2)CCC4)cc1,-7,-1,4,-1,-3,-2,7,-4,-3
Cc1cc(C(=O)OCC(=O)c2c(N)n(C)c(=O)n(C)c2=O)c(C)n1-c1ccccc1,2,2,1,2,0,1,3,4,-2
CN1CCc2c(c3c(n2C)CCN(C)C3c2ccc(F)cc2)C1c1ccc(F)cc1 (configuration not stated),1,3,-1,-1,-4,0,1,29,-2
CC(=O)Nc1cccc(OCCCNC(=O)c2ccc(F)cc2)c1,5,5,-1,6,1,2,5,24,-7
COc1ccc(C(=O)N(CC(=O)Nc2sc(C)c(C)c2C(N)=O)C2CCCC2)cc1,5,0,2,9,-3,-2,7,-16,0
Cc1ccc2c(c1)c(C)c(C)n2CC(O)Cn1nnc2ccccc21 (configuration not stated),-1,-9,6,5,-9,-3,1,17,2
Cc1ccc(-n2nc3c(=O)n(CC(=O)NCCCc4ccccc4)nc(C)c3c2C)cc1,6,1,4,9,4,0,9,10,3
O=C(c1cc(Cl)cc(Cl)c1)N1CCOCC1,-1,3,3,-1,0,2,-2,-3,-6
Cc1ccc(CNC(=O)CN2C(=O)NC3(CC(C)CC(C)(C)C3)C2=O)cc1 (configuration not stated),4,4,0,.,4,1,0,-17,3
Cc1c(Br)c([N+](=O)[O-])nn1CCCC(=O)NC(C)c1ccccc1 (configuration not stated),6,-2,5,6,2,-3,7,1,5
CC(=O)Nc1ccc2nc(NC(=O)COc3ccc([N+](=O)[O-])cc3)sc2c1,0,-5,0,8,-7,-3,0,6,-8
COC(=O)c1c(-c2ccccc2Cl)noc1/C=C/N(C)C,-1,-3,-2,-120,-4,-1,4,-3,6
Cc1ccc(CNC(=O)/C=C/c2cccs2)cc1,5,-8,1,0,-4,-1,-2,2,-2
CCNc1nc(Oc2ccc(=O)n(-c3ccccc3)n2)nc(N2CCOCC2)n1,2,8,2,-6,-3,3,-3,0,-1
O=C(N/N=C/c1ccc(OC(=O)c2ccco2)cc1)c1ccc[n+]([O-])c1,1,-1,5,3,3,0,4,5,-3
COc1ccc(NCc2nc3ccccc3n2C)cc1,-1,8,0,9,0,3,2,-6,-1
CCc1cc2cc3c(cc2nc1SCC(=O)Nc1nnc(C)s1)OCCO3,-2,2,12,31,-6,3,-2,8,-5
CC(=O)NC1=NN(C(C)=O)C(C)(c2ccccn2)S1 (configuration not stated),7,-6,-2,-1,-4,-4,7,2,-9
CCN1C(=NCc2ccccc2)N[C@@H](c2ccccc2)[C@H](C(=O)OC)[C@H]1C,-9,1,-1,5,-1,-3,4,6,-4
Cc1cccc(Nc2ccc(S(=O)(=O)N3CCOCC3)cc2[N+](=O)[O-])c1,7,9,3,.,-1,0,11,13,12
COc1ccc(-c2nnc3sc(COc4ccc(C)cc4)nn23)cc1,19,7,1,2,0,0,2,0,3
COc1ccc(CCNc2cc(=O)[nH]c(N)n2)cc1,-1,2,-9,2,-13,1,9,18,-2
COC(=O)c1ccccc1NC(=O)Nc1ccc(C(=O)N2CCCC2)cc1,3,15,8,4,-2,2,2,10,0
CCC(=O)Nc1nc(C)c(Oc2ccccc2)c(=O)[nH]1,-2,-1,2,5,-5,0,-1,3,4
COc1ccc(C2CC(=O)C(CS(=O)(=O)c3ccccc3)C(=O)C2)cc1 (configuration not stated),.,3,3,-4,-4,-3,.,-3,-6
O=C(O)Cn1nnnc1SCC(=O)Nc1ccccc1F,4,2,2,8,1,-1,8,-9,-5
COC(=O)c1cccc(S(=O)(=O)N2CCCC2)c1,5,-2,1,3,-3,3,1,-3,-4
O=C1C2C3C=CC(C3)C2C(=O)N1c1ccc2ccccc2n1 (configuration not stated),5,1,1,8,-1,-1,9,0,-4
CCC(c1nnnn1Cc1ccc(F)cc1)N(CCCO)Cc1cc2cc3c(cc2[nH]c1=O)OCO3 (configuration not stated),3,6,5,-4,-4,7,6,29,-2
Cn1c(=O)c2c(-c3ccccc3)n(Cc3cccnc3)cc2n(C)c1=O,-3,6,3,-2,1,-3,3,4,7
CCN(CC)C(=O)[C@H]1C[C@H](CC(=O)NCCN2CCOCC2)C(=O)N2CCc3c([nH]c4ccc(Cl)cc34)[C@]12C,0,.,4,.,3,.,6,.,.
Cc1cccc(CNC(=O)C2CCC(=O)N(C3CCCC3)C2)c1 (configuration not stated),0,5,6,3,-2,3,-2,5,-1
Cc1cc(=O)[nH]c(SCC(=O)N2CCN(S(=O)(=O)c3ccccc3)C2)n1,8,1,5,-4,-5,2,7,5,0
CCN(CC)CCNC(=O)CN1C(=O)COc2ccc(S(=O)(=O)N3CCOCC3)cc21,0,-3,2,2,-3,-3,-5,-3,-1
Cc1cccc(NC(=S)NNC(=O)c2ccc(O)cc2O)c1C,-2,-3,-5,28,-4,-1,6,-1,-3
COc1cccc(CN2CCNC(=O)C2CC(=O)NCCOc2cccnc2)c1 (configuration not stated),-3,-9,-2,3,0,-2,-2,-2,-1
CCOC(=O)c1cccc(NC(=O)CSc2nnc(COc3ccccc3C)o2)c1,0,-3,-8,13,3,-7,0,-7,-8
CCCC1=[N+](CC(=O)c2ccccc2)CCn2cccc21,2,-1,7,1,-10,-2,2,17,-12
Cc1cc(Br)ccc1SCC(=O)OC/C(O)=C(\C#N)c1nc2ccccc2[nH]1,16,-8,3,-11,-7,-3,-9,-14,-8
COc1cccc(-c2cc(C(=O)NC3CCCC3)c3ccccc3n2)c1,.,-6,4,-1,2,-3,.,1,-7
C=CCn1c(=S)[nH]c2cc(C(=O)N3CCN(c4ccccc4OC)CC3)ccc2c1=O,0,3,4,.,-2,1,5,-1,7
COc1ccc(OCc2cc(C(=O)NCCN3CCCc4ccccc43)no2)c(Cl)c1,4,0,17,-2,-4,-5,8,-21,4
COc1ccc(CN2CCNC(=O)C2CC(=O)NC2CCCC2)c(OC)c1 (configuration not stated),7,7,6,5,-5,1,8,11,0
COc1ccc(C(c2nnnn2CC2CCCO2)N2CCN(c3ccccc3)CC2)cc1 (configuration not stated),0,7,1,-2,0,0,11,0,-1
COCCn1c(SCC(=O)c2ccccc2)nc2ccccc2c1=O,.,0,4,-6,3,0,.,11,0

# Additional results:
SMILES,PAFAH1B2 FP inh,LYPLA2 inh,pPAFAH inh,GSTO1 counter,PAD4 FP inh,LYPLA1 counter,PAFAH1B3 inh,PREPL inh,PME-1 primary
N#Cc1ccc(-n2nnc3ccccc3c2=O)c([N+](=O)[O-])c1,1,-3,-2,4,-3,1,6,4,2
Cc1cc(SCC(=O)Nc2cccc(S(=O)(=O)NC3=NCCCCC3)c2)c(C)cc1Br,-2,-18,-1,-8,2,-10,-4,19,-9
COc1ccc(NC(=O)CCc2nnc3ccc(N4CCC5(CC4)OCCO5)nn23)cc1,1,-1,1,0,2,2,3,4,-1
COc1ccc(/C=N/NC(=S)Nc2cccc(C(=O)O)c2)cc1,-1,6,-3,2,0,0,1,11,0
O=C(OCc1c(F)cccc1Cl)c1cnc2ccccc2n1,3,-2,4,8,-3,-4,4,-15,-6
CCOC(=O)N1CCN(S(=O)(=O)c2ccc3c(c2)SC(C)C(=O)N3)CC1 (configuration not stated),3,3,7,-5,0,-3,16,-1,2
CCOC(=O)C1(Cc2ccccc2C)CCCN(C(=O)c2cc(CC)nn2C)C1 (configuration not stated),2,6,1,2,-2,2,5,7,1
O=C(Nc1ccc(F)cc1)Nc1nnc(Cc2ccccc2)s1,1,-12,-2,-4,2,-3,1,-5,-3
COc1ccc(N2C(=O)CC(NNc3nc4ccccc4s3)C2=O)cc1 (configuration not stated),.,0,3,7,3,1,.,11,3
O=C(/C=C/c1ccc([N+](=O)[O-])cc1)N1CCN(Cc2ccccc2)CC1,8,32*,0,3,-5,5,5,15,4
COCCNS(=O)(=O)c1ccc(-c2ccc(S(=O)(=O)NCCOC)cc2)cc1,-3,-2,-1,3,-1,-3,-7,0,7
CC(C)(C)NS(=O)(=O)c1ccc(Oc2ncc(C(F)(F)F)cc2Cl)cc1,2,-4,15,-1,-2,-2,-3,18,2
CC(C)NC(=O)C(Cc1ccccc1)N1C(=O)c2ccccc2C1=O (configuration not stated),5,-6,5,10,1,-1,8,13,-3
CSc1ccc(C(=O)C2CCCN(C(=O)CCCn3cncn3)C2)cc1 (configuration not stated),0,-6,-6,8,-1,-1,5,6,-9
Fc1ccc(Oc2nccc(-c3ccc(Cl)cc3)n2)cc1,3,11,11,3,-5,-2,1,-5,6
CCCc1cc(=O)[nH]c(SCC(=O)Nc2cc(S(=O)(=O)N3CCOCC3)ccc2Cl)n1,4,.,-1,.,1,.,-2,1,.

# Whole records as entered above. Screens in order: PAFAH1B2 FP inh | LYPLA2 inh | pPAFAH inh | GSTO1 counter | PAD4 FP inh | LYPLA1 counter | PAFAH1B3 inh | PREPL inh | PME-1 primary
# Shown for CSc1ccc(C(=O)C2CCCN(C(=O)CCCn3cncn3)C2)cc1 (configuration not stated) : 0 | -6 | -6 | 8 | -1 | -1 | 5 | 6 | -9
# Shown for Fc1ccc(Oc2nccc(-c3ccc(Cl)cc3)n2)cc1 : 3 | 11 | 11 | 3 | -5 | -2 | 1 | -5 | 6
